From PubChem BioAssay
Pol eta inh: blocks human DNA polymerase eta activity. Q9Y253. recombinant Pol eta, fluorescent DNA replication assay. Potency, µM (series often up to 114 µM), for inactives: at the top dose activity change, negative = inhibition, usual class: inhibitors. 1.2% of 390,000 active; further: potency means the concentration at half of the fitted maximal effect; on the % scale 0 is the no-effect control and ±100 the full control effect
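Fluorescent replication assay: 50 nM final substrate added after a 15 min room-temperature compound preincubation with 10 nM enzyme. Signal taken at 0 min and again at 10 min.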
Pol beta inh: blocks human DNA polymerase beta activity; P06746; Pol beta primer extension/strand displacement, fluorescence kinetic; Potency, µM (highest dose often 114 µM), for inactives: at the top dose activity change, negative = inhibition, actives largely listed as inhibitors; 1.3% of 340,000 active; AID 485314; further: potency means the concentration at half of the fitted maximal effect; on the % scale 0 is the no-effect control and ±100 the full control effect
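Preincubation: enzyme (10 nM) with compound, 15 min, RT. Reaction: substrate added to 50 nM final. Reads: 0 and 10 min. Analysis: normalized, Hill fit.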
Apoferritin bind: candidate novel general anesthetic via apoferritin binding. AID 485281. Potency, µM (highest dose often 77.5 µM), without a hit: at the highest dose activity change, negative = displacement, actives largely listed as inhibitors. 0.074% of 350,000 active. apoferritin/1-aminoanthracene competitive binding, fluorescence; further: potency means the concentration at half of the fitted maximal effect; on the % scale 0 is the no-effect control and ±100 the full control effect; nearly all actives have a fitted effect of over 20% in size
Target sequence (P02791 2-175 limits assumed): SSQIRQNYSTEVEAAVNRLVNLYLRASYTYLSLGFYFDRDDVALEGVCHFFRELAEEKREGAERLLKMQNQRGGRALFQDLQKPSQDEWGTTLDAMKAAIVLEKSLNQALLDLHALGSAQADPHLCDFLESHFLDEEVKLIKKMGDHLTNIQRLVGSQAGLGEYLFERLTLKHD
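In PBS, apoferritin at 10 uM is loaded with 1-AMA from a 50% saturated solution. After 10 min of compound exposure at ambient temperature, reduced 535 nm fluorescence indicates probe displacement.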
ERG-DNA inh: ERG Ets/DNA interaction inhibition. 0.028% of 370,000 active. Potency, µM (series often up to 76.9 µM), for the others: top-dose FP activity, negative = inhibition, usual class: inhibitors. fluorescence polarization, His-ERG Ets domain / labelled DNA. P11308; active means well fitted inhibition curve with a large enough effect in the polarisation, with a control signal flat; inconclusive means small, poorly fitted or top-dose-only effect, or effect the other way, or a change in a side signal; inactive means no such curve, though single readings can be large or run the other way; the % refers to the polarisation;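 further: polarization taken with two DNA probes labelled with fluorescein and Texas red; potency means the concentration at half of the fitted maximal effect; % of control where 0% means no effect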
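His-tagged ERG Ets domain (1 uM in the protein solution; 300mM KCl, 50mM Tris-HCl, 1mM EDTA, 1mM DTT, pH 7.5) received compound, then a probe mix of 5 nM fluorescein-DNA and 100nM Texas-615-DNA. Fluorescence polarization was read for both dyes.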
Pol kappa inh: inhibitors of human DNA polymerase kappa | Potency, µM (doses to about 107 µM), for inactives: top-dose activity, negative = inhibition, hits mostly inhibitors | Q9UBT6 | purified Pol kappa, fluorescent DNA synthesis assay, 10 min | 0.53% of 400,000 active; further: potency means the concentration at half of the fitted maximal effect; on the % scale 0 is the no-effect control and ±100 the full control effect
Target sequence (Q9UBT6 whole entry, looked up): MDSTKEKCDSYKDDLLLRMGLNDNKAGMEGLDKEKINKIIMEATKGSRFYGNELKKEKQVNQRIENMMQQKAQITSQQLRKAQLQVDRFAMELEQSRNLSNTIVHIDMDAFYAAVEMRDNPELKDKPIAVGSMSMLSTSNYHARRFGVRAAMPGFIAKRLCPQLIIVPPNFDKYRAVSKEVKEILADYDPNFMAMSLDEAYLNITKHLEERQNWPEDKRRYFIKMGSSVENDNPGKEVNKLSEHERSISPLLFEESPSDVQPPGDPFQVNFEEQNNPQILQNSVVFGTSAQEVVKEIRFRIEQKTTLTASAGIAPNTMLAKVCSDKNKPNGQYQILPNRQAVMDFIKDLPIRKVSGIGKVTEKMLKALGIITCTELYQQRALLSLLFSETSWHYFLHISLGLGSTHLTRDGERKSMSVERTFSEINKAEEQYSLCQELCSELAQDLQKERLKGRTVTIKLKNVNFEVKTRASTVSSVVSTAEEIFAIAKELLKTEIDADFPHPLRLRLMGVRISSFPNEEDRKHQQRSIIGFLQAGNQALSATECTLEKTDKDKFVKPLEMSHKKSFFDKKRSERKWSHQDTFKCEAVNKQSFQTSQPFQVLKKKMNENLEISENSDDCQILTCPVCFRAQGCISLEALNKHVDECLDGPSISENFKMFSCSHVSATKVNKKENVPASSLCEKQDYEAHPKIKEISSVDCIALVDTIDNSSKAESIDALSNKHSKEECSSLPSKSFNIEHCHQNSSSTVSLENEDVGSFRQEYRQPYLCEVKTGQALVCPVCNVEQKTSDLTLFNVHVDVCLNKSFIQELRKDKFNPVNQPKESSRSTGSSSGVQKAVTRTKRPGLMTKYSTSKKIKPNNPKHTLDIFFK
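Pol kappa 10 nM + cpd, 15 min RT; start w/ substrate 50 nM final; fluorescence kinetic read, 0 and 10 min. Neg ctrl: buffer, no enzyme.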
ALOX12 inh: ALOX12 (human) lipoxygenase inhibition; AID 1671190; Potency, µM (top dose mostly 108 µM), without a hit: top-dose activity change, negative = inhibition, actives largely listed as inhibitors; purified 12hLO, xylenol orange hydroperoxide absorbance; P18054; 1.1% of 580,000 active; further: potency means the concentration at half of the fitted maximal effect; on the % scale 0 is the no-effect control and ±100 the full control effect
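Purified human 12hLO (150 nM final) in 25 mM Hepes, 0.01% Triton X-100, pH 7.0 was preincubated 15 min at room temperature with compound. Then 40 uM arachidonic acid was added, 30 min. Hydroperoxide was read by Fe-XO absorbance ratio 573/405 nm.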
RGS4 inhibitor: human RGS4 inhibition; Transcreener GDP fluorescence polarization, RGS4-accelerated GTP hydrolysis; Potency, µM (series often up to 114 µM), inactives show at the highest dose activity change, negative = inhibition, usual class: inhibitors; 0.039% of 390,000 active; AID 504845; further: potency means the concentration at half of the fitted maximal effect; on the % scale 0 is the no-effect control and ±100 the full control effect; nearly all actives have a fitted effect of over 75% in size; some results filed as inactive show a strong effect at the top dose
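MLSMR compounds (23 nl, pin-transferred) preincubated 10 min at room temperature with a 500nM (2x) first reagent, then RGS4 at 900nM (2x) plus Transcreener GDP mix added; fluorescence polarization (620/688 nm) read before and after 90 min at 30 °C.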
APEX1 inh: blocks human APE1 abasic DNA cleavage | Potency, µM (highest dose often 65.8 µM), for the others: at the top dose activity change, negative = inhibition, most hits filed as inhibitors | P27695 | 0.35% of 350,000 active | recombinant APE1, TAMRA/BHQ-2 abasic DNA cleavage fluorescence;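 further: potency means the concentration at half of the fitted maximal effect; plate controls were vehicle for no effect and reference inhibitor for full effect; nearly all actives have a fitted effect of over 55% in size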
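APE1 at 0.75 nM final was preincubated with compound 15 min at room temperature, then 50 nM double-stranded THF abasic-site substrate (5'-TAMRA/3'-BHQ-2) was added. Fluorescence (ex 525/em 598 nm) was read kinetically; third-minus-first read gave activity.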
LDHA inh: LDHA (human) enzyme inhibition. 0.15% of 480,000 active. purified LDHA, NADH/diaphorase-resazurin fluorescence; active compounds read low. activity change, % (values are at about 110 or 230 µM). P00338; in the data active means activity change below about -30%; inconclusive means mostly about -25% to -30%;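 further: plate controls were DMSO wells for no effect and wells without enzyme for full effect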
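Human LDH5 at 2 nM final in Tris HCl pH 7.4 with 0.06 mM NADH and 0.2 mM pyruvate, reacted 5 minutes at room temperature. Remaining NADH coupled via diaphorase/resazurin; resorufin fluorescence read at 0 and 20 minutes, normalized to enzyme-free and DMSO wells.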
The depositor's hits bear a star; ? = inconclusive; / = no result given; & = joins results of further samples; [ ] = another dose, or the depositor's remark. Unless noted, the call rests on the fitted dose curve; in most records, active means well fitted curve in the direction sought with a large enough effect; inconclusive means small, poorly fitted or top-dose-only effect, or another doubt; inactive means no such curve, though single readings can be large; an effect the other way counts as inactive or inconclusive. These rows are one share of the data, so the mix of outcomes need not match the whole.

SMILES	Pol eta inh	Pol beta inh	Apoferritin bind	ERG-DNA inh	Pol kappa inh	ALOX12 inh	RGS4 inhibitor	APEX1 inh	LDHA inh
COc1ccc(N2CC(C(=O)NCCC3=CCCCC3)CC2=O)c(OC)c1 (stereo not given)	-11%	/	/	-3%	0%	-9%	-15%	8%	-3
O=C(C1CCCN(c2ncnc3c2nc2n3CCCCC2)C1)N1CCN(c2ccccc2)CC1 (stereo not given)	-4%	-18%	-15%	-9%	-10%	-16%	9%	50%	-1
O=C(c1cccc([N+](=O)[O-])c1)N1c2nc(-c3ccco3)nn2C2(CCCCC2)[C@@H]2CCCC[C@@H]21	-5%	7%	-13%	-8%	-4%	-16%	-36%	/	-4
Cc1ccc(C)c(-n2sc3ccc(F)cc3c2=O)c1	-1%	/	/	7%	-9%	1.6µM*	-142%	17%	-12
Cc1nc2ccccc2n1Cc1n[nH]c(=S)n1-c1ccc(Cl)cc1	6%	2%	2%	-3%	-15%	1%	-11%	32%	1
COc1ccc(CCNC(=O)CSc2nc3scc(-c4ccccc4)c3c(=O)[nH]2)cc1	-11%	/	/	10%	-4%	-3%	-21%	-3%	-1
COc1ccc(C(=O)Nc2nc3ccccc3[nH]2)cc1S(=O)(=O)N1CCOCC1	1%	14%	-8%	-10%	-8%	3%	26%	-1%	-1
Cc1cc(C(=O)Nc2ccccc2C#N)n(-c2ccccc2)n1	-18%	1%	3%	-8%	-16%	18%[57.4 µM]	0%	-2%	-7
COc1ccc(NC(=O)COC(=O)c2ccncc2)c(OC)c1	0%	-4%	-6%	-3%	-6%	-1%	18%	-3%	-4
O=S(=O)(O)c1nnc2sc3ccccc3n12	-6%	3%	-11%	-2%	1%	?	7%[11.4 µM]	-2%	-8
Clc1ccc(CN(Cc2ccc(Cl)cc2)c2nn[nH]n2)cc1	24%	-4%	-5%	-13%	3%[60.1 µM]	-4%	-25%[11.4 µM]	7%	-2
O=C(CSCc1c(Cl)cccc1Cl)NCc1cccnc1	-4%	0%	-16%	/	-4%	25%	34%	-2%	-3
Cc1ccc2nc(-c3ccsc3)c(Nc3ccc(C(C)C)cc3)n2c1	-17%	0%	-3%	-4%	16%	-3%	-18%	/	-2
Cc1ccc(NC2=CC(=O)C(=O)c3ccccc32)cc1	79µM*	?	-19%	4%	-7%	-22%	-32%	2%	37
C=CCOc1ccc(/C=C/C(C)=N\O)cc1	-12%	0%	-8%	5%	-6%	0%	-9%	6%	0
O=C(NCCc1ccc(Cl)cc1)C1CCCN(c2ncnc3c2nc2n3CCCCC2)C1 (stereo not given)	-12%	-16%	-5%	11%	8%	-21%	-5%	67%[activator]	-2
CCn1c(=O)n(CC)c2cc(N3CCCC3)c(NC(=O)Nc3cc(C)cc(C)c3)cc21	-10%	21%	-16%	5%	2%	-22%	-17%	/	3
CCOC(=O)C1C(=O)N(C(=O)c2cncc(Br)c2)CC1c1ccccc1 (stereo not given)	-14%	30%	-15%	-3%	-11%	-22%	-91%[11.4 µM]	17%	-3
O=C(NCCS(=O)(=O)N1CCN(c2ccc(F)cc2)CC1)C1CC(=O)N(c2ccccc2)C1 (stereo not given)	-3%&-14%	8%&1%	-1%&3%	3%&-1%	8%	0%&3%	19%[56.9 µM]	33%	-3&-5
Cc1ccccc1-n1ncc2c1CC(C)(C)CC2NC(=O)CCC1=NNC(=O)CC1 (stereo not given)	-12%	12%	0%	-8%	14%	29%	4%	46%[activator]	-1
COCCNC(=O)C1Cc2cc(S(=O)(=O)N3CCCC3)ccc2N1C(C)=O (stereo not given)	-6%	11%	-6%	2%	9%	0%	-12%	11%	1
O=C1NC(NS(=O)(=O)c2ccc(Cl)cc2)(C(F)(F)F)C(=O)N1CCc1ccccc1 (stereo not given)	-12%	-22%	29%	13%	-15%	-23%	7%[11.4 µM]	3%	-8
c1ccc(Nc2ccc(-n3ccnc3)nn2)cc1	-15%	-22%	-8%	-6%	4%	3%	9%	-5%	-3
CCCn1nnnc1SCC(=O)c1ccc(NC(C)=O)cc1	-10%	38%	-17%	1%	-13%	58%[activator][57.4 µM]	-25%	12%	0
CCOC(=O)Cc1csc(NC(=O)Nc2ccc(OC(F)(F)F)cc2)n1	-14%	6%	-7%	7%	-5%	159%[activator]	-2%	-4%	-6

Some entries already given, limited to APEX1 inh:
SMILES	APEX1 inh
O=C1NC(NS(=O)(=O)c2ccc(Cl)cc2)(C(F)(F)F)C(=O)N1CCc1ccccc1 (stereo not given)	3%
c1ccc(Nc2ccc(-n3ccnc3)nn2)cc1	-5%
CCCn1nnnc1SCC(=O)c1ccc(NC(C)=O)cc1	12%
CCOC(=O)Cc1csc(NC(=O)Nc2ccc(OC(F)(F)F)cc2)n1	-4%

(more compounds)
SMILES	Pol eta inh	Pol beta inh	Apoferritin bind	ERG-DNA inh	Pol kappa inh	ALOX12 inh	RGS4 inhibitor	APEX1 inh	LDHA inh
COC(=O)c1cccc(CN2C(=O)SC(Nc3ccccc3C)C2=O)c1 (stereo not given)	-19%	?	-14%	4%	1%	-1%	0%	/	2
CC(C)CNC(=O)CN(c1ccccc1)S(=O)(=O)c1ccccc1[N+](=O)[O-]	-20%	23%	3%	3%	-2%	21%	-17%	-10%	-12
CN(C)CCCNCCCCNC(=O)/C=N/O	-14%	17%	-4%	7%	-2%	0%	-47%	2%	0
Cc1ccc(CCNC(=O)c2ccc3nc(N4CCC(C)CC4)sc3c2)cc1	-13%	37%[activator]	2%	-2%	-5%	-1%	-8%	/	-11
C=CCN1C=C(C(C)=O)C(=O)CC1	-17%	/	/	-15%	4%	16%	4%	/	0
COc1ccc(N2C(=O)C3CCCN3C2c2ccc(C)o2)cc1Cl (stereo not given)	-17%	16%	-14%	3%	-3%	8%	-12%	-2%	-5
CN(C)c1ccc(C(=O)N/N=C/c2cc(Br)cc(Br)c2O)cc1	-18%	29%	-5%	-21%	-2%	84%[activator]	-13%	1%	-10
COCc1cc(Sc2ccc(Cl)cc2)nc(-c2ccccc2)n1	?	28%	-3%	0%	-2%	0%	-7%[11.4 µM]	12%	1
O=C(Oc1ccc(C(=S)N2CCOCC2)cc1)c1cccc(Cl)c1	-16%	7%	-20%	6%	-2%	16%	-34%	13%	-2
CC(=O)N1c2ccc(S(=O)(=O)NCC3CCC(C(=O)NC4CCCCC4)CC3)cc2CC1C (stereo not given)	-10%	?	-17%	11%	-8%	13%	32%	3%	-9
COc1cc(C(=O)OCC(=O)c2ccc(S(=O)(=O)N3CCCCC3)cc2)cc(OC)c1OC	-26%	/	/	4%	-6%	24%	21%	23%	-5
O=C(N/C(=C/c1ccc(F)cc1)C(=O)N1CCOCC1)c1ccccc1	-6%	-2%	-3%	-11%	-5%	0%	-28%	7%	-12
CN1/C(=C\P(=O)(N(C)C)N(C)C)C(C)(C)c2ccccc21	-5%	5%	-23%	?	-14%	?	-47%	-5%	3
COc1ccc(NC(=O)CN(C)S(=O)(=O)c2ccc3c(c2)CCCN3C(C)=O)cc1	-16%&-8%	21%&-19%	1%&1%	-2%&-1%	6%	15%&0%	-28%&17%	4%	0&-8
O=C(O)c1ccccc1SCc1ccc2c(c1)OCO2	9%	23%	-15%	-14%	-6%	0%	-2%	9%	-1
CCOc1ccccc1CNC(=O)Nc1cn(CC(C)C)c(=O)c2ccccc12	0%	5%	-16%	2%	-21%	?	6%	/	12
O=C(Nc1ccc(Br)cc1)c1ccc(Br)c(S(=O)(=O)N2CCCCC2)c1	-21%	4%	-4%	-1%	-3%[60.1 µM]	2%	-11%	/	-1
COc1ccc(OC)c(CCNC(=O)CCn2nc(C)c3c(C)n(-c4ccccc4)nc3c2=O)c1	-13%	18%	-4%	2%	-5%	14%	-11%[56.9 µM]	14%	-13
O=C(NCc1ccccc1)c1cnc(-c2ccccn2)nc1C(F)(F)F	-5%	32%	-12%	-6%	-1%	21%	-17%	1%	1

Three entries out of the list above, arranged by their value in RGS4 inhibitor, rising.
molecule	Pol eta inh	Apoferritin bind	ERG-DNA inh	Pol kappa inh	ALOX12 inh	RGS4 inhibitor	APEX1 inh
O=C(Nc1ccc(Br)cc1)c1ccc(Br)c(S(=O)(=O)N2CCCCC2)c1	-21%	-4%	-1%	-3%[60.1 µM]	2%	-11%	/
COc1cc(C(=O)OCC(=O)c2ccc(S(=O)(=O)N3CCCCC3)cc2)cc(OC)c1OC	-26%	/	4%	-6%	24%	21%	23%
CC(=O)N1c2ccc(S(=O)(=O)NCC3CCC(C(=O)NC4CCCCC4)CC3)cc2CC1C (stereo not given)	-10%	-17%	11%	-8%	13%	32%	3%
